# Assay outcomes (PubChem BioAssay)
# PGC1a acetyl inh: PGC1a acetylation modulation, inhibitor mode; U2OS PGC1a acetylation, AlphaScreen anti-acetyl-lysine; with virally co-expressed GCN5 acetyltransferase; inhibition, % at 15.6 µM; 350,000 tested, 0.17% active; AID 651687;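 active = every replicate shows inhibition of at least 40%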;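 also: 0% = neutral control wells and 100% = positive control wells; some results beyond the cut were filed as inactive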
# Cneo AK release: Cryptococcus neoformans lysis via adenylate kinase release; C. neoformans lysis, adenylate kinase release luminescence, 4 h; normalised: neutral wells 0, clomiphene wells 100; 360,000 tested, 0.2% active; lysis activity, % at 15 µM;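 active = mean lysis activity across replicates of at least 80%, whatever share of replicates individually reach that level; inactive = mean lysis activity below 80%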
#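 Material: C. neoformans cells | Amount: Yeast cell density of 5 × 10^6 cells/mL | Medium: Fresh YPD growth medium | Dosing: Single dose | Times: Static 4 h at 37 °C with compound, 1 h detection | Detection: AK luminescence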
# EWS-Fli block: blocks EWS/Fli oncoprotein-driven transcription | A673 NR0B1-luciferase reporter, viability-normalised | inhibition, % at 12.6 µM | 350,000 tested, 0.67% active | AID 651661;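 active = mean inhibition of at least 50% after viability correction, with every replicate also passing that limit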;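 also: firefly luciferase signal divided by Alamar Blue viability fluorescence both relative to DMSO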
# miR-122 sensor: miR-122 inhibition in Huh7 cells; Huh7 miR-122 Renilla luciferase sensor, 48 h; neutral wells = 0, positive control = 100; activation (reporter increase), % at 12.5 µM; 340,000 tested, 0.3% active; AID 602342;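 active = mean replicate activation score at least 90 and every replicate individually at or above 90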;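 also: higher luciferase means less miR-122 activity so hits act as miR-122 inhibitors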
# Casp6 inh: caspase-6 (human) enzyme inhibition | P55212 | purified caspase-6, Z-VEID-R110 cleavage fluorescence | inhibition, % at 12.5 µM | 350,000 tested, 0.53% active;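 active = mean inhibition across replicates at least about 35%, with every replicate also reaching that limit, limit read from the data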;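 also: 0% = median of neutral control wells and 100% = no fluorescence left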
# Target sequence (P55212 24-179 limits assumed): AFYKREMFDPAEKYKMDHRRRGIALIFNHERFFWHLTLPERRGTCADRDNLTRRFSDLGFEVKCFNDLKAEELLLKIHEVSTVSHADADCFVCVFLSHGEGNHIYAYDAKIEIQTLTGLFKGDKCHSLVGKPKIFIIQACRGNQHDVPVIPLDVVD
# Target sequence (P55212 194-293 limits assumed): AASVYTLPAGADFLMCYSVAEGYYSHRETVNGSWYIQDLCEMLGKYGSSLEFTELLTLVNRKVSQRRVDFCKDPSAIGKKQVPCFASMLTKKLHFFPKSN
# LGR2 antag: blocks bursicon-induced cAMP signaling via Drosophila LGR2; HEK293 LGR2, CRE-luciferase, bursicon-stimulated, 4 h; inhibition, % at 9.99 µM; AID 720647; 380,000 tested, 0.35% active;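 active = drop in luminescence signal, shown as inhibition above about 50% in the replicate tests, limit read from the data, passing the limit was not always enough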;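 also: agonist challenge used bursicon conditioned medium at about half maximal strength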
# FN deposit inh: fibronectin deposition inhibition; AH1F fibroblasts, Alexa488-fibronectin deposition fluorescence, overnight; inhibition, % at 12.6 µM; 350,000 tested, 0.086% active; AID 743247;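 active = mean inhibition across replicates of 30% or more, regardless of how many single replicates reach that level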;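 also: positive control wells lacked labelled fibronectin entirely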
#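 Material: AH1F fibroblast monolayer depositing Alexa488-labelled fibronectin into matrix | Input: 10000 AH1F cells/well | Medium: DMEM plus 2% serum, read in PBS | Reagent: Alexa488-fibronectin, 24 nM final in well | Compound dosing: One dose per compound, pinned | Schedule: 1 h adhesion, overnight exposure | Measured by: Fluorescence at 485 nm excitation, 525 nm emission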
# PAX8 reporter: inhibitors of PAX8 transcriptional activity in RMG-I cells; inhibition, % at 12.6 µM; 360,000 tested, 1.2% active; RMG-I TPO-luciferase reporter, SteadyGlo, 24 h; AID 652154;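 active = mean replicate inhibition at least 60% with every replicate also reaching 60%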;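 also: luciferase light reporting Pax8 driven TPO promoter activity; plate controls were median of neutral control wells for no effect and mitoxantrone controls for full effect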
# * = called active by the depositor; nt = no result given; & = joins results of further samples; [ ] = another dose, or the depositor's remark.
no.	Molecule	PAX8 reporter	EWS-Fli block	miR-122 sensor	LGR2 antag
1	CCS(=O)(=O)N1CCC2(CC1)CN(Cc1ccc3c(c1)OCO3)[C@@H](CO)c1[nH]c3cc(OC)ccc3c12	16	9	nt	14
2	COc1cc2c(cc1OC)C(c1ccc3c(c1)Cc1ccccc1-3)OC(=O)C2 (stereo unspecified)	6	-24	0	nt
3	Cn1cnc(S(=O)(=O)N2CCCCN3[C@H](C2)[C@H](c2ccc(-c4ccccc4F)cc2)[C@@H]3CO)c1	10	4	7[16.7 µM]	4
4	O=C(O)CCN1C(=O)c2ccc(NC(=O)c3cccs3)cc2C1=O	nt	nt	-12	6
5	COc1ccc(CN(C)C[C@H]2Oc3ccc(NS(=O)(=O)c4ccc(F)cc4)cc3C(=O)N([C@H](C)CO)C[C@@H]2C)cc1	-5	-1	-3[16.7 µM]	-6
6	CCCNC(=O)N1CC2(CN(CC3CCOCC3)C2)c2c([nH]c3cc(OC)ccc23)[C@@H]1CO	nt	0	nt	-11
7	CCCCOc1ccc(-c2ncc(Cl)cn2)cc1	nt	-94	-6	-46
8	N#CCCn1cc(C=C(C#N)C#N)c(-c2ccc(-c3ccccc3)cc2)n1	-29	nt	4	-4

no.	Cneo AK release	FN deposit inh	Casp6 inh	PGC1a acetyl inh
1	nt	nt	4	4
2	-1	4	-1	-32
3	-17	nt	-2	10
4	-2	2	4	11
5	0	nt	1	-2
6	nt	nt	-2	2
7	6	nt	2	-7
8	0	-6	nt	-2

# The last 5 compounds of the section above lead into the next:
no.	Molecule	PAX8 reporter	EWS-Fli block	miR-122 sensor	LGR2 antag
4	O=C(O)CCN1C(=O)c2ccc(NC(=O)c3cccs3)cc2C1=O	nt	nt	-12	6
5	COc1ccc(CN(C)C[C@H]2Oc3ccc(NS(=O)(=O)c4ccc(F)cc4)cc3C(=O)N([C@H](C)CO)C[C@@H]2C)cc1	-5	-1	-3[16.7 µM]	-6
6	CCCNC(=O)N1CC2(CN(CC3CCOCC3)C2)c2c([nH]c3cc(OC)ccc23)[C@@H]1CO	nt	0	nt	-11
7	CCCCOc1ccc(-c2ncc(Cl)cn2)cc1	nt	-94	-6	-46
8	N#CCCn1cc(C=C(C#N)C#N)c(-c2ccc(-c3ccccc3)cc2)n1	-29	nt	4	-4
9	Cc1ccc(C)c(-n2nnnc2SCC(=O)NCC2CCCO2)c1 (stereo unspecified)	6	-13	4	-9
10	Nc1c2c(nc3ccccc13)CCCC2	-2&-21	-10&-17	-1&-3	-6&-6
11	O=C(N/N=C/c1cc([N+](=O)[O-])ccc1O)c1cccc(N2CCCC2=O)c1	nt	13	nt	16
12	CCC(=O)N1Cc2cc(C(=O)N(C)C)nc(-c3cccc(-c4cncnc4)c3)c2[C@H]1CCO	-29	-6	nt	19
13	C[C@@H]1CN([C@@H](C)CO)C(=O)Cc2cc(NC(=O)CCCN(C)C)ccc2O[C@H]1CN(C)Cc1ccc(C(=O)Nc2ccccc2N)cc1	-20	24	nt	0
14	O=c1[nH]cnc2c1cnn2Cc1ccccc1Cl	-14	0	nt	3
15	Cc1cc(=O)[nH]c2c1c(C)nn2-c1ccccc1	-2	nt	-5	nt
16	CCC(=O)c1ccc(OCC(=O)OCc2csc(CC(=O)Nc3ccccc3C)n2)cc1	-7	-2	3	-1

no.	Cneo AK release	FN deposit inh	Casp6 inh	PGC1a acetyl inh
4	-2	2	4	11
5	0	nt	1	-2
6	nt	nt	-2	2
7	6	nt	2	-7
8	0	-6	nt	-2
9	0	-5	0	3
10	-1&-1&-4	-3&-1	4&1	-7
11	-1	5	-1	nt
12	-3	2	-7	nt
13	nt	nt	-1	-5
14	0	0	-6	nt
15	2	2	nt	-6
16	0	-2	2	9

# Next part.
no.	Molecule	PAX8 reporter	EWS-Fli block	miR-122 sensor	LGR2 antag
17	Cc1ccccc1NC(=O)C1CCCN1C(=O)NC1CCCCC1 (stereo unspecified)	4	nt	2	nt
18	COc1ccc(-c2cc(C(=O)O)c(C)o2)cc1OC	19	nt	3	nt
19	COc1ccc(-c2nc(C(=O)O)cs2)cc1OC	-9	-4	-4	-6
20	COc1ccccc1S(=O)(=O)Cc1ccc(C(=O)NCCN2CCCCCC2)o1	-4	-4	-2	8
21	CC(C)[C@H](CO)N(Cc1cccc(F)c1)c1nc(Nc2cccc(Cl)c2)c2ncn(C(C)C)c2n1	14	-8	nt	nt
22	Cc1noc(C)c1NC(=O)N[C@@H]1CC[C@@H](CC(=O)NCc2ccc(Cl)c(Cl)c2)O[C@H]1CO	1	11	-7[16.7 µM]	8
23	CCCCCCn1c(SCC(C)C)nc2c1c(=O)[nH]c(=O)n2C	nt	nt	1	-7
24	O=C(O)C(Cc1cc(Cl)ccc1Cl)Sc1nc2ccccc2[nH]1 (stereo unspecified)	6	3	-3	10

no.	Cneo AK release	FN deposit inh	Casp6 inh	PGC1a acetyl inh
17	1	1	nt	1
18	1	-4	nt	9
19	nt	nt	1	-5
20	10	13	-37	11
21	0	3	-10	nt
22	-3	-7	-3	-4
23	3	nt	nt	0
24	3	5	1	-8

# (further entries)
no.	Molecule	PAX8 reporter	EWS-Fli block	miR-122 sensor	LGR2 antag
25	COCC(=O)Nc1nnc(SCC(=O)N2CCCCC2)s1	11	5	-5	11
26	COc1cc(OC)cc(-n2nc(C(=O)N3CC(C)CC(C)C3)c3ccccc3c2=O)c1 (stereo unspecified)	nt	nt	28	-12
27	COc1ccc(-c2c[n+](CC(=O)c3cccs3)c3n2CCC3)cc1	15	9	nt	-5
28	Cc1ccc(S(=O)(=O)N[C@@H]2C=C[C@@H](CC(=O)NCc3ccc(Cl)c(Cl)c3)O[C@@H]2CO)cc1	-18	4	nt	-5
29	COc1ccc(-c2nnn(CC(=O)N(CCN3CCOCC3)C(C(=O)NC3CCCC3)c3ccco3)n2)cc1 (stereo unspecified)	-6	5	nt	-8
30	C/C=C/c1ccc([C@@H]2[C@@H](CO)N[C@@H]2CN(CC)C(=O)c2ccccn2)cc1	-2	5	-6[16.7 µM]	12
31	Cc1ccc(OCC(=O)Nc2ccon2)c([N+](=O)[O-])c1	-113	-10	nt	-14
32	C[C@@H]1CN([C@H](C)CO)C(=O)c2cccc(NC(=O)c3nc4ccccc4s3)c2O[C@@H]1CN(C)C(=O)Nc1cccc2ccccc12	nt	-16	1[16.7 µM]	3

no.	Cneo AK release	FN deposit inh	Casp6 inh	PGC1a acetyl inh
25	3	-4	3	-1
26	-1	9	nt	-16
27	nt	4	-15	-3
28	1	1	-1	4
29	nt	5	2	nt
30	-2	nt	1	-10
31	-22	nt	0	nt
32	-1	-17	1	6

# (cont.)
no.	Molecule	PAX8 reporter	EWS-Fli block	miR-122 sensor	LGR2 antag
33	CCC(=O)N1C[C@H](C)[C@H](OC)CN(C)C(=O)c2cc(NC(=O)c3cnccn3)ccc2OC[C@H]1C	nt	5	-5[16.7 µM]	-4
34	COc1cccc(C2CC(c3ccc(C)cc3)n3nc(N)nc3N2)c1 (stereo unspecified)	16	-2	-5	-8
35	O=C(Nc1cc([N+](=O)[O-])ccc1Cl)c1cccnc1	17	3	-8	10
36	N#Cc1c(SC(C(=O)O)c2ccccc2)nc2c(c1-c1cccs1)CCCC2 (stereo unspecified)	4	-1	8	4
37	CC1CCN(C(=O)Cn2cc3c(n2)CCCC3)CC1	-26	-14	nt	0
38	C[C@@H]1NC(=O)N(CCCn2ccnc2)C1=O	-3	-2	-3	11
39	CC(C)CC1NC(=O)c2ccc(Cl)cc2-n2c1nc1cc(F)ccc1c2=O (stereo unspecified)	8	-5	nt	-18
40	CC(C)CC#Cc1ccc2c(c1)O[C@H](CN(C)C(=O)c1cccnc1)[C@@H](C)CN([C@@H](C)CO)S2(=O)=O	nt	-5	-1[16.7 µM]	-9

no.	Cneo AK release	FN deposit inh	Casp6 inh	PGC1a acetyl inh
33	0	-7	3	-2
34	1	-3	0	0
35	-1	-2	0	-8
36	1	0	12	-2
37	-2	0	-4	nt
38	0	-8	-33	1
39	nt	-3	-1	nt
40	-8	nt	3	-15

# Next section.
no.	Molecule	PAX8 reporter	EWS-Fli block	miR-122 sensor	LGR2 antag
41	O=C(NCCC1=CCCCC1)C1CCCN(c2nc3ccccc3o2)C1 (stereo unspecified)	nt	nt	6	18
42	Cc1cc(C)cc(NC(=O)c2cccc(C(=O)Nc3cc(C)cc(C)c3)n2)c1	-7	17	nt	1
43	CCn1ccnc1CNC(=O)c1ccc(OC2CCN(C(=O)COC)CC2)cc1	-12	nt	nt	3
44	C[C@H](CO)N1C[C@H](C)[C@H](CN(C)C(=O)c2ccc(F)cc2)Oc2ncc(C#C[C@@H](C)O)cc2C1=O	nt	3	nt	-13
45	CCCCn1nnnc1C1(C)CCC(=O)N1CCc1ccc(O)cc1 (stereo unspecified)	-2	-4	nt	-11
46	CC(C)CC(=O)N1CC=CC[C@@H](c2ccc(Cl)cc2)N(Cc2ccc(Cl)cc2)C(=O)[C@@H]1Cc1ccccc1	-1	16	nt	15
47	Cc1ccc(-n2ncc3c(NNC(=O)c4ccco4)ncnc32)c(C)c1	11	-6	nt	-4
48	O=C(NC1CCS(=O)(=O)C1)OC1CCCCC1 (stereo unspecified)	nt	-11	3	1

no.	Cneo AK release	FN deposit inh	Casp6 inh	PGC1a acetyl inh
41	-1	-8	nt	-14
42	-1	-8	-3	nt
43	-2	5	-6	8
44	30	nt	5	0
45	nt	-8	-2	nt
46	1	11	-4	nt
47	1	-1	3	-2
48	1	nt	-4	0

# Structural class: the entries above with a cyano group.
no.	Molecule	PAX8 reporter	EWS-Fli block	miR-122 sensor	LGR2 antag
8	N#CCCn1cc(C=C(C#N)C#N)c(-c2ccc(-c3ccccc3)cc2)n1	-29	nt	4	-4
36	N#Cc1c(SC(C(=O)O)c2ccccc2)nc2c(c1-c1cccs1)CCCC2 (stereo unspecified)	4	-1	8	4

no.	Cneo AK release	FN deposit inh	Casp6 inh	PGC1a acetyl inh
8	0	-6	nt	-2
36	1	0	12	-2

# Continued:
no.	Molecule	PAX8 reporter	EWS-Fli block	miR-122 sensor	LGR2 antag
49	CO[C@H]1CN(C)C(=O)c2cc(NC(=O)C3CCCC3)ccc2OC[C@H](C)N(C)C[C@@H]1C	2	-2	-3[16.7 µM]	-3
50	COCCN1C(=O)/C(=C/c2ccc(N3CCCC3)cc2)SC1=S	-16	-32	nt	-17
51	O=C(NCCOc1ccccc1F)C1CCC(=O)N(CC2CCCCC2)C1 (stereo unspecified)	0	nt	-6	-8
52	CCN(CC(=O)NCc1cccs1)C(=O)c1ccc(S(=O)(=O)Nc2ccccc2F)cc1	10	1	nt	0
53	CC1=C(C(=O)Nc2ccc(F)c(F)c2)C(c2cccs2)NC(=S)N1 (stereo unspecified)	4	6	-3	-1
54	C[C@@H]1CN([C@H](C)CO)C(=O)Cc2cc(NC(=O)Cn3cnnn3)ccc2O[C@H]1CN(C)CC1CC1	nt	-5	3[16.7 µM]	4
55	O=C(COc1ccc(Cl)cc1)NCc1ccncc1	7	5	-4	0

no.	Cneo AK release	FN deposit inh	Casp6 inh	PGC1a acetyl inh
49	1	0	0	nt
50	nt	-70	0	nt
51	-1	-2	4	-17
52	-1	-1	2	-1
53	-4	-8	1	-2
54	-6	nt	-3	5
55	10	1	-1	-5
